CHRM1 antagonist = human CHRM1 antagonism | inhibition, % at 3 µM | CHO-K1 hM1, Fluo-8 calcium fluorescence, ACh EC80 antagonist | AID 588852 | hit rate 1.3% among 360,000;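 active = percent inhibition above its own plate's cutoff, namely the mean of that plate's compound wells plus 3 SD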;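 also: peak over basal fluorescence ratio during 140 s after agonist addition; 0% = ACh EC80 plus DMSO and 100% = DMSO alone without agonist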
M5 ag = CHRM5 agonism in calcium assay | P08912 | CHO-K1 hM5 cells, Fluo-8 calcium fluorescence; 0% DMSO wells, 100% maximal acetylcholine response | activation, % at 3 µM | hit rate 0.19% among 360,000;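 active = activation above the run's mean over test compounds plus 3 SD, cut at about 23% in these data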;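 also: signal is peak over basal fluorescence ratio across the kinetic read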
M5 PAM = positive allosteric modulators of human muscarinic M5 receptor; hit rate 0.3% among 360,000; AID 624038; CHO-K1 hM5, Fluo-8 calcium, ACh EC20 PAM; 0% = ACh EC20, 100% = ACh EC100; P08912; activation, % at 3 µM;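 active = activation above the run cutoff, the mean activation of all test compounds plus 3 SD, cut at about 18% in these data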
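Assay system: CHO-K1 hM5 cells / Incubation: Fluo-8 loading 80 min at 37 °C plus 30 min room temperature / Technique: Fluo-8 calcium dye fluorescence, kinetic read / Repeats: single replicate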
M1 PAM = positive allosteric modulators of human M1 muscarinic receptor | AID 588819 | hit rate 0.088% among 360,000 | activation, % at 3 µM | P11229 | CHO-K1 hM1, Fluo-8 calcium fluorescence, ACh EC20; 0% = ACh EC20, 100% = maximal ACh; in the data active = activation above about 19%, passing the limit was not always enough
M5 antag = antagonists of human muscarinic M5 receptor (CHRM5); hit rate 0.59% among 360,000; CHO-hM5 cells, Fluo-8 calcium fluorescence, ACh EC80; AID 624040; inhibition, % at 3 µM; P08912;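 active = inhibition above a per-plate cutoff, the mean of that plate's test compounds plus 3 SD, cut at about 27% in these data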;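 also: 0% = acetylcholine EC80 with DMSO and 100% = DMSO without agonist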
TAAR1 agonist = human TAAR1 agonism. Q96RJ0. CHO RD-HGA16 TAAR1, Fluo-8 calcium fluorescence; vehicle wells 0%, saturating PEA agonist 100%. activation, % at 3 µM. hit rate 0.99% among 360,000. AID 624467;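 active = activation above the mean activation of all test compounds in the run plus 3 SD, cut at about 38% in these data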
Target sequence (Q96RJ0 whole entry, looked up): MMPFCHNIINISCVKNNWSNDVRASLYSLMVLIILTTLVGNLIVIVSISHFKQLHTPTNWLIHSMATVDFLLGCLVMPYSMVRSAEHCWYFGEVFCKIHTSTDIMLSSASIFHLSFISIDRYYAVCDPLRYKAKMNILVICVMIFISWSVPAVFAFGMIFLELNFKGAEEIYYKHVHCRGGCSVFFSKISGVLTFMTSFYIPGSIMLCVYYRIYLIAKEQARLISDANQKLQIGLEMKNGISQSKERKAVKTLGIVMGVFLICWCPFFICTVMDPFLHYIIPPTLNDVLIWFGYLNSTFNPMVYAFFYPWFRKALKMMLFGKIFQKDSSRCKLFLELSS
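Test system: RD-HGA16 (CHO) cells co-expressing Gα16 and hTAAR1 | Doses: Single dose, 3 µM | Schedule: 17-24 h seeding, 75 min 37 °C dye, 30 min RT | Evaluation: % activation from peak over basal fluorescence ratio, DMSO-to-PEA scaled | Technique: Kinetic Fluo-8 calcium fluorescence | Benchmarks: Low control DMSO, high control PEA (EC100)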
M1 ag = activates human CHRM1 receptor; activation, % at 3 µM; hit rate 0.33% among 360,000; CHO-K1 hM1, Fluo-8 calcium fluorescence, agonist mode; 0% DMSO, 100% acetylcholine EC100; P11229; AID 588814;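 active = activation above the run's mean compound activation plus 3 SD, cut at about 16% in these data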;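 also: peak over basal fluorescence ratio within a 140 s kinetic read after compound addition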
M4 ag = agonists of human muscarinic M4 receptor (CHRM4); CHO-K1 hM4/Gqi5, Fluo-8 calcium fluorescence; vehicle 0%, full acetylcholine response 100%; activation, % at 3 µM; hit rate 0.14% among 360,000; AID 624127;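 active = activation above the run mean over all test wells plus 3 SD, cut at about 32% in these data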;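 also: peak over basal fluorescence ratio per well then scaled between controls; 0% = DMSO wells and 100% = acetylcholine at EC100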
Target sequence (P08173 whole entry, looked up): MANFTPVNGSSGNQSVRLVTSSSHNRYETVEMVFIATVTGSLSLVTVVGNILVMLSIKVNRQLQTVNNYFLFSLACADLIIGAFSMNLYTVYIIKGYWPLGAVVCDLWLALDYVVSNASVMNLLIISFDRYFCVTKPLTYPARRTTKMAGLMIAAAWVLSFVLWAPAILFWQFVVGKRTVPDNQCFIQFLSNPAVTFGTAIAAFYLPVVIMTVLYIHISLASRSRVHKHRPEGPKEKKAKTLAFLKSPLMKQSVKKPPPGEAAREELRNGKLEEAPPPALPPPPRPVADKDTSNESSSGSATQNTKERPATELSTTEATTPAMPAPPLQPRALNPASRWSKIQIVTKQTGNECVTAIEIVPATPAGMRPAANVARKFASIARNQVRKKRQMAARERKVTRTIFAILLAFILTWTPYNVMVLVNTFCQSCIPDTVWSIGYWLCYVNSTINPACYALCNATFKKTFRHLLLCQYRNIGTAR
CHRM4 antagonist = antagonists of human muscarinic M4 receptor (CHRM4); AID 624125; P08173; inhibition, % at 3 µM; hit rate 0.73% among 360,000; CHO-hM4 cells, ACh EC80, Fluo-8 calcium fluorescence;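 active = inhibition above its plate's cutoff, the mean inhibition of sample wells plus 3 SD, cut at about 27% in these data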;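 also: 0% = acetylcholine EC80 with DMSO and 100% = DMSO without agonist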
* hit, by the source's call; / = no result given. Not all compounds are listed. The share of hits here may be higher or lower than overall.

canonical_smiles,CHRM1 antagonist,M5 ag,M5 PAM,M1 PAM,M5 antag,TAAR1 agonist,M1 ag,M4 ag,CHRM4 antagonist
CCOC(=O)C1=CN(Cc2cccc(F)c2)S(=O)(=O)NC1c1ccc(F)c(Cl)c1 (stereo unspecified),1,-2,-7,-8,-3,5,-4,4,0
O=C1Cc2ccccc2Sc2cc(OCCCN3CCCCC3)ccc21,-5,-7,-4,-13,9,6,-10,3,7
O=C1COc2ccc(S(=O)(=O)Nc3ccc(F)cc3)cc2N1,-14,-2,5,16,-2,17,4,6,-35
Fc1ccc(CN2CCSCC2)cc1F,-16,-1,0,8,1,3,-3,1,4
Cc1cccc(CCN2CCN=C2Nc2ccccc2)c1,-10,-2,-4,2,16,28,-6,11,1
O=C(CC(Nc1ccc(F)cc1)C(=O)OCC(=O)c1cccs1)c1ccccc1 (stereo unspecified),4,2,-1,-1,-7,3,-8,1,-6
CN(C)c1ccc(CNS(=O)(=O)c2ccc3c(c2)NC(=O)CS3)cc1,-4,2,3,-1,3,2,1,5,-17
Cc1cccc(NC(=O)C(C)n2cc([N+](=O)[O-])cn2)n1 (stereo unspecified),-11,-1,2,8,7,1,-3,1,-2
COc1cc(N/N=C(\C)c2ccc(O)c(C)c2)nc(-c2ccccc2)n1,-8,-2,-3,10,2,-1,-8,0,-3
COc1ccc(C2CCCN2C(=O)Nc2ccccc2)cc1OC (stereo unspecified),-3,2,-11,3,1,0,-2,2,-4
COc1ccc(Cl)cc1S(=O)(=O)Nc1cccc(C(=O)O)c1,-4,-2,4,8,1,4,-5,-1,5
Nc1cccc2c(=O)[nH][nH]c(=O)c12,-3,2,-1,2,4,1,-1,0,-7
Cc1ccc(NC(C(=O)c2ccccc2)c2ccccc2)cc1 (stereo unspecified),-11,-12,-8,-7,6,-2,-9,-2,2
COc1cccc(C(=O)N2CCN(Cc3ccccc3C(F)(F)F)CC2)c1,1,-6,-4,8,-2,1,-5,1,-9
CC1=C(C(=O)Nc2cccc(C(=O)N3CCC(C(N)=O)CC3)c2)SCCO1,0,-1,4,6,-9,2,0,1,-5
COc1ccc(NC(=S)N(CCCN2CCOCC2)Cc2ccco2)cc1,-9,-4,10,4,-7,3,-8,0,0
COc1ccc(C(=O)COC(=O)Cn2[nH]c(=O)c3ccccc3c2=O)c(OC)c1,-2,3,-1,9,5,2,3,3,-4
O=C(NCc1cccnc1)C1CCN(C(=O)c2ccc(Cl)cc2Cl)CC1,-1,0,-3,6,4,5,-5,0,6
COc1ccc(C)cc1N(C(=O)c1ccco1)C(C(=O)NC1CCCC1)c1ccc(N2CCOCC2)cc1 (stereo unspecified),-9,-2,11,22,-11,-2,4,1,-20
COc1ccc(CNc2nc(SCc3cc(=O)n4cc(Cl)ccc4n3)nc3ccccc23)cc1,12,0,8,-6,7,-1,-4,0,-6

Just M4 ag, M1 ag and M5 PAM, for some of the entries so far:
Structure | M4 ag | M1 ag | M5 PAM
O=C(NCc1cccnc1)C1CCN(C(=O)c2ccc(Cl)cc2Cl)CC1 | 0 | -5 | -3
COc1ccc(C)cc1N(C(=O)c1ccco1)C(C(=O)NC1CCCC1)c1ccc(N2CCOCC2)cc1 (stereo unspecified) | 1 | 4 | 11

Further results:
canonical_smiles,CHRM1 antagonist,M5 ag,M5 PAM,M1 PAM,M5 antag,TAAR1 agonist,M1 ag,M4 ag,CHRM4 antagonist
CC(C)(C)C(=O)O/N=C(\N)Cc1ccc(-c2csnn2)cc1,-4,-2,-4,0,4,0,-4,0,3
CCCCn1c(N)c(N(CCOC)C(=O)c2c(C)noc2C)c(=O)[nH]c1=O,-8,2,3,10,-2,1,-5,1,-10
O=C(Nc1ccccc1C(=O)Nc1ccccn1)c1cc(F)c(F)cc1Cl,-20,0,6,19,-2,4,-3,0,11
CCOC(=O)c1c(C)oc2c1c(C=NCC1CCCO1)c(O)c1ccccc12 (stereo unspecified),-5,-2,0,8,2,6,-2,3,1
Cc1ccc(NS(=O)(=O)c2ccc(C(=O)NCCCN3CCCC3=O)cc2)cc1C,13,2,-2,-4,10,2,-2,2,6
COc1cc2c3c(c1)C(C)CC(C)(C)N3C(=O)C2=O (stereo unspecified),-5,21,4,3,1,-1,-7,-3,2
O=C(O)CCn1c(SCCc2ccccc2)nc2ccccc21,-18,1,8,11,-2,-1,-5,0,-2
CN(C(=S)NC(=O)/C=C/c1ccc(F)cc1)C1CCCCC1,-9,-2,-9,2,20,0,-7,2,0
O=C(O)c1cc(Cl)c(Cl)cc1C(=O)N1CCOCC1,-6,0,-1,14,8,16,-4,0,-1
CNC(=O)COC(=O)c1ccccc1NC(=O)c1ccco1,6,-4,-3,-1,8,0,-2,2,22
O=C(CC1Sc2ccccc2NC1=O)NNc1ccc(Cl)c(Cl)c1 (stereo unspecified),3,-5,-2,-4,8,5,-4,1,-6
Cc1ccc2c(CC(=O)NCCc3ccc(S(N)(=O)=O)cc3)coc2c1,-13,0,-2,6,6,0,-3,0,-1
Cc1ccc(-c2noc(CN(C(=O)C34CC5CC(CC(C5)C3)C4)C(C)C)n2)cc1,-8,-2,-2,11,-1,6,-2,1,-9
N#Cc1c(SCC(=O)Nc2ccc(Cl)cc2Cl)sc2c(O)cc(=O)[nH]c12,-15,-4,2,17,4,-2,-2,0,4
Cc1cccc(CNC(=O)Nc2nnc([C@H]3C[C@H](O)[C@@H](CO)O3)s2)c1,-4,0,-6,0,5,4,-4,0,0
Cc1ccc(NC(=S)NCC(O)c2ccccc2)c(C)c1 (stereo unspecified),-2,-8,2,0,3,4,-4,1,-16
CN1CCN(S(=O)(=O)c2ccc(Sc3nnnn3-c3ccccc3)c([N+](=O)[O-])c2)CC1,-9,-1,9,7,-9,6,-14,1,-1
COc1ccccc1C(=O)Nc1sc2c(c1C(=O)NCc1ccco1)CCCC2,-7,-4,3,10,-4,2,-3,1,4
COc1ccc2sc(SCCCS(=O)(=O)O)[n+](CCCS(=O)(=O)[O-])c2c1,-7,2,3,13,-6,2,0,0,-6
CCOc1ccc(N2C(=O)/C(=C/c3ccco3)N(C)C2=S)cc1,13,2,-1,-8,4,1,-2,0,5
Cc1ccc(CCS(=O)(=O)c2ccc(C(C)(C)C)cc2)cn1,4,5,-20,-10,15,4,1,8,3
CC(=O)Nc1cccc(NC(=O)COC(=O)CO/N=C(\C)c2ccc3c(c2)OCO3)c1,0,-3,-2,-2,0,3,-1,5,3
c1ccc(C(Nc2cccnc2)c2ccccc2)cc1,0,-9,-25,-15,-6,8,-9,-2,-10
COc1ccc(/C=C2\CCCC3C2=NC(=S)NC3c2ccc(OC)cc2)cc1 (stereo unspecified),-10,0,-4,7,12,1,-7,0,-5
CCN(CC(=O)Nc1c(F)cccc1F)C(=O)C1CCN(C(=O)c2ccc(F)cc2)CC1,-19,-3,1,12,9,3,-2,0,-18
CC(=O)Nc1ccc(NC(=O)CCCCCN2C(=O)c3ccccc3C2=O)cc1,-5,-1,-1,9,-2,1,-6,0,-4
CCc1ccc(C2=C/C(=C/c3cccnc3)C(=O)O2)cc1,-10,-2,-3,10,8,0,-5,0,-3
C[C@@H]1CN([C@H](C)CO)C(=O)c2c(c3ccccc3n2C)-c2ccccc2CO[C@H]1CN(C)S(=O)(=O)c1cn(C)cn1,10,2,2,-8,-12,1,-3,1,0
CCCc1cc(=O)oc2c(C)c(OCC(=O)Nc3ccc(CN4CCOCC4)cc3)ccc12,-15,-3,3,16,0,4,-4,3,-10
CC1CCc2sc(C(=O)N3CCN(c4ncccn4)CC3)cc2C1 (stereo unspecified),-11,-1,1,4,5,4,-4,3,5
O=[N+]([O-])c1ccccc1/C=C/C=N/n1c(-c2ccc(Cl)cc2)n[nH]c1=S,-21,-4,-4,1,4,10,-3,0,-1
Cc1noc(C)c1COC(=O)c1ccc2ccccc2n1,-26,-1,4,6,-5,14,-5,1,-12
O=C(CSc1nnc2n1CCCN2C(=S)Nc1ccc(Cl)cc1)c1ccccc1,-4,2,-4,2,0,12,-3,5,-9
O=c1[nH]cnc2scc(-c3ccc(-c4ccccc4)cc3)c12,9,2,-17,-1,7,10,0,6,10
CN(C(=O)c1ccc2c(c1)OCO2)C1CCS(=O)(=O)C1 (stereo unspecified),-3,-4,0,7,1,2,-4,-1,-15
CC(C)Cn1c(SC(C)C(=O)Nc2ccc3c(c2)OCCO3)nc2ccccc2c1=O (stereo unspecified),7,0,-1,-1,6,10,-6,-1,13
Cc1onc(-c2ccccc2)c1C(=O)Nc1sccc1C#N,-8,1,-1,4,7,7,3,3,1
Cc1cc(Cl)ccc1Oc1ccc(C(N)=O)cc1[N+](=O)[O-],-2,-5,-1,4,1,4,-10,2,12
Cc1ccc(NC(=O)CN(C)S(=O)(=O)c2ccc3[nH]c(=O)oc3c2)c(C)c1,-16,-4,1,8,-4,-2,-3,1,-19
CC(C)CCN1CCN(Cc2cccc(C(F)(F)F)c2)CC1CCO (stereo unspecified),-1,-15,5,-5,-7,0,-8,1,10
O=C(NCc1ccc(F)cc1F)[C@@H]1CCCN1C(=O)[C@@H]1CCCN1C(=O)c1cccc2ccccc12,/,3,2,/,-9,3,/,6,-12

From PubChem BioAssay
